# GAA inhib – inhibitors of human lysosomal alpha-glucosidase; P10253; purified human GAA, 4-MU-alpha-glucoside fluorescence; Potency, µM (titrated, usually from 76.9 µM), for the others: at the top dose activity change, negative = inhibition, actives largely listed as inhibitors; 0.005% of 200,000 active; AID 1466;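 also: plate controls were uninhibited enzyme wells for no effect and no-enzyme background for full effect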
#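 Fluorogenic assay: 4 nM human alpha-glucosidase with 400 uM 4-methylumbelliferyl-alpha-D-pyranoside in 50 mM citrate/phosphate, 0.005% Tween-20, pH 5.0, 20 min at room temperature. Compounds tested up to 77 uM; AC50 from Hill fits.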
# TRb-SRC2 inh – disrupts binding of human TR beta to SRC2 | TRbeta-SRC2 peptide binding, fluorescence polarization; receptor liganded with 1 µM T3 | Potency, µM (top dose mostly 106 µM), for inactives: top-dose activity change, negative = inhibition, usual class: inhibitors | P10828 | 0.065% of 280,000 active;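 also: plate controls were bound peptide for no effect and peptide without receptor for full effect; nearly all actives have a fitted effect of over 50% in size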
#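 Fluorescence polarization of 20 nM Texas Red SRC2 peptide with 0.6 uM human TRb ligand-binding domain, in Tris buffer with 1uM T3 and 5% DMSO. Incubated 5 hr ambient; normalized to unbound and bound controls.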
# GoLoco inh red – blocks human Gai1 binding to RGS12 GoLoco peptide, red readout; Gai1:RGS12 GoLoco peptide FP, rhodamine, 10 min; P63096; Potency, µM (titrated, usually from 61.6 µM), for inactives: top-dose activity, negative = inhibition, hits mostly inhibitors; 0.44% of 230,000 active; active = well fitted inhibition curve with a large enough effect, not every such curve was filed as active; inactive = no such curve, though single readings can be large or run the other way; also: nearly all actives have a fitted effect of over 30% in size; many of its hits are not listed in these tables
# Target sequence (P63096 whole entry, looked up): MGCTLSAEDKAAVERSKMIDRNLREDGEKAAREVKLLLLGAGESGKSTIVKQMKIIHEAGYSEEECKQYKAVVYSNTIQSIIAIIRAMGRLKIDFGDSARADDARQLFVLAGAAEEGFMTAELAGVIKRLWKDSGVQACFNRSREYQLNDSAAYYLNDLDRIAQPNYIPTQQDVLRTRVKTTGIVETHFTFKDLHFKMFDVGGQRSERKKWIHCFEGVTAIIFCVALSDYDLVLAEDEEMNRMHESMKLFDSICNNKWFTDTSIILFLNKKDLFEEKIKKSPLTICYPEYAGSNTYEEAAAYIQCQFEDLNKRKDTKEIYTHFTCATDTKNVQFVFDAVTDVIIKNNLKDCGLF
# GAA glycogen – GAA glycogen-cleavage inhibition or activation. Potency, µM (series often up to 76.4 µM), inactives show at the top dose activity change, negative = inhibition, hits mostly inhibitors. 0.38% of 300,000 active. P10253. recombinant GAA, glycogen substrate, Amplex Red glucose oxidase fluorescence;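 also: 0% = full enzyme reaction and -100% = no-enzyme basal signal; the screen sought inhibitors and activators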
#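 Recombinant human enzyme (4 nM); glycogen substrate; 37 C, 40 min, pH 5.0. Readout: coupled glucose oxidase/Amplex Red fluorescence.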
# L3MBTL1 block – L3MBTL1 (human) inhibition. Q9Y468. Potency, µM (highest dose often 57.1 µM), for inactives: top-dose activity, negative = inhibition, most hits filed as inhibitors. 0.66% of 230,000 active. AlphaScreen L3MBTL1–H3K9me1 peptide binding. AID 485360; also: nearly all actives have a fitted effect of over 60% in size
#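 L3MBTL1 50 nM + b-AHA-H3(1-15)K9me1 75 nM, 30 min RT; compound added, 30 min RT; streptavidin donor/Ni-chelate acceptor beads 10 ug/mL each final, 30 min RT dark; AlphaScreen read.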
# GAA spleen mod – inhibitors or activators of human alpha-glucosidase in spleen homogenate; P10253; Potency, µM (top dose mostly 79.9 µM), for the others: top-dose activity change, negative = inhibition, usual class: inhibitors; 0.006% of 240,000 active; human spleen homogenate, 4-MU-alpha-glucoside fluorescence;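 also: 0% = enzyme with vehicle and -100% = no enzyme basal signal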
#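 Enzyme source: human spleen homogenate, 1 ug/well. Buffer 50 mM citric acid/K phosphate pH 5.0, 0.01% Tween-20. 4-MU-alpha-glucoside 1 mM; 37 C x 40 min; NaOH/glycine stop; fluorescence.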
# TR SRC2 fluor cs – alters Texas Red total fluorescence, flagging assay interference; Potency, µM (top dose mostly 106 µM), for the others: top-dose fluorescence change, negative = quenching; 0.29% of 280,000 active; TRb/SRC2 Texas Red total fluorescence interference; active = well fitted curve in either direction with a large enough effect; inconclusive = small, poorly fitted or top-dose-only effect
#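 Human TRb ligand-binding domain at 0.6 uM with 20 nM Texas Red SRC2 peptide in Tris buffer containing 1 uM T3 and 5% DMSO, incubated with compound 5 h at ambient temperature. Total fluorescence (555/632 nm) calculated as parallel + 2 × perpendicular.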
# RECQ1 helicase – inhibitors of human RECQ1 DNA helicase; P46063; RECQ1 DNA unwinding, red fluorescence kinetic read; Potency, µM (series often up to 57.3 µM), for the others: at the highest dose activity, negative = inhibition, actives largely listed as inhibitors; 0.54% of 240,000 active; AID 2549;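 also: plate controls were vehicle for no effect and no enzyme for full effect; nearly all actives have a fitted effect of over 30% in size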
# Target sequence (P46063 whole entry, looked up): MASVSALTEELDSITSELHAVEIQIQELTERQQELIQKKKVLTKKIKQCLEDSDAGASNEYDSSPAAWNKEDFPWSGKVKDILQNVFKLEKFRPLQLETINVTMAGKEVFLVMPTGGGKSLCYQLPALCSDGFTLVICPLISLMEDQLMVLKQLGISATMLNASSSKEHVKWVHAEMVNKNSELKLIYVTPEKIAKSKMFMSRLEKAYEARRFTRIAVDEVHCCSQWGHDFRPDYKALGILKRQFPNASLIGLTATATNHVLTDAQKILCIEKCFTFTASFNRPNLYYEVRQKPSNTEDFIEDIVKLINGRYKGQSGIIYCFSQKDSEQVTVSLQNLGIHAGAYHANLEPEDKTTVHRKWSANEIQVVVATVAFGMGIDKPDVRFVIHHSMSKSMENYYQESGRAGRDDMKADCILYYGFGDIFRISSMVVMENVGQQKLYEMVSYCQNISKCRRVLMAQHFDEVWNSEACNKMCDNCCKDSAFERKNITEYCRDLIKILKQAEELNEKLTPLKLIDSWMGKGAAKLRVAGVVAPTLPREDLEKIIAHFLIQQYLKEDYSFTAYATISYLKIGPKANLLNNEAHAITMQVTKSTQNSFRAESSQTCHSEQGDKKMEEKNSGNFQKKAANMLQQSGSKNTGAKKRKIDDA
#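 RECQ1T1 50 nM; forked duplex (20 bp + 30-nt ss tails) 200 nM, ATP 2 mM final; pH 8.0, 2 mM MgCl2, 2.5 ug/ml poly(dI-dC); 15 min compound preincubation; discontinuous kinetic read over 2 h at RT.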
# The depositor's hits bear a star; i = inactive; ? = inconclusive; · = not tested or not shown; & = joins results of further samples; [ ] = dose if it differs, or a comment. Unless noted, calls follow the shape of the dose curve; as a rule, active = well fitted curve in the direction sought with a large enough effect; inconclusive = small, poorly fitted or top-dose-only effect, or another doubt; inactive = no such curve, though single readings can be large; an effect the other way counts as inactive or inconclusive. Unless noted, % is scaled to controls: 0 for no effect and ±100 for the full control effect; potency is read from the fitted curve at half-maximal effect. Only part of the results is shown; count on the stated rates, not on these rows.
Compound	GAA inhib	TRb-SRC2 inh	GoLoco inh red	GAA glycogen	L3MBTL1 block	GAA spleen mod	TR SRC2 fluor cs	RECQ1 helicase
Cc1nnc(SCC2=C(C(=O)O)N3C(=O)C(NC(=O)Cn4nc(C(F)F)c(Cl)c4C)C3SC2)s1 (stereo not drawn)	3%	-8%	-9%	0%	·	-12%	5%	-13%
CC[n+]1c(C=C2C=C(C)OC(C)=C2)sc2ccccc21	?	-7%	64%[activator]	-11%	-1%	·	-4%	-2%
CCOC(=O)c1sc(C)nc1C1CCN(C(=O)OCC)CC1	?	-12%	-13%	-6%	·	6%	-1%	-4%
O=C(OCc1nnc(-c2ccccc2)o1)c1ccc2c(c1)C(=O)N(CCc1ccccc1)C2=O	-1%	1%	-6%	6%	·	-5%	-4%	-6%
CC(C)(C)OC(=O)N1CCC[C@H]1c1nnc(SCC(=O)Nc2cccc(Cl)c2)o1	·	-9%	2%	-12%	-2%	3%	0%	i
CCOC(=O)C1=C(C)NC(=S)NC1c1ccc(C)s1 (stereo not drawn)	3%	-5%	7%	-21%	-8%	8%	-3%	i
NC(=O)C1CCN(C(=O)/C=C/c2ccccc2[N+](=O)[O-])CC1	-4%	2%	0%	6%	10%	9%	-3%	10%
C=CCn1c(SC)nc2sc3c(c2c1=O)CCc1ccccc1-3	-22%	1%	8%	7%	15%	-1%	0%	-13%
O=S(=O)(c1ccc(F)cc1)N1CC2CCCN2c2ccc(C(F)(F)F)cc21 (stereo not drawn)	?	11%	3%	-4%	8%	-10%	0%	-14%
Cc1ccc(C(=O)NNC(=O)Cn2nnc3ccccc32)cc1	·	5%	1%	3%	2%	-7%	-1%	-7%
CCCS(=O)(=O)N1CCC(C(=O)NCCCOC)CC1	-3%	-17%	0%	4%	3%	1%	1%	i
O=C(CN1C(=O)NC2(CCCCCCC2)C1=O)N1CCN(C(=O)c2ccco2)CC1	1%	-4%	-4%	1%	·	-3%	0%	-5%
O=C(CSCc1ccccc1)N1CCN(c2ccccc2)CC1	-9%	0%	-9%	-3%	-7%	-1%	0%	i
Cc1cc(C)n(C(=O)C2CCCN2S(=O)(=O)c2ccc(Cl)cc2)n1 (stereo not drawn)	-4%	8%	2%	-4%	7%	-2%	0%	13%
O=C(O)c1nn(-c2ccccc2-c2n[nH]c(=O)[nH]c2=O)c(=O)[nH]c1=O	·	2%	-6%[14.2 µM]	7%	·	-2%	0%	5%
O=c1[nH]c2cc(Cl)ccc2n(CCNc2ncc(C(F)(F)F)cc2Cl)c1=O	1%	-9%	10%	9%	-1%	2%	6%	-7%
COc1ccc2oc(=O)c(C(=O)NCc3ccco3)cc2c1	?	12%	12%	-9%	-2%	-5%	-3%	i
CCC(=O)N(Cc1cc2cc(C)c(C)cc2[nH]c1=O)C1CCCCC1	-5%	1%	6%	-1%	-1%	0%	-4%	8%
COc1ccccc1NC(=O)Nc1nc(C(C)(C)C)cs1	-2%	3%	8%	5%	14%	·	-1%	-10%
COCCOC(=O)c1ccccc1C(=O)OCCOC	·	9%	8%	·	·	3%	0%	-8%

# Reformatted: entries from further up.
O=C(O)c1nn(-c2ccccc2-c2n[nH]c(=O)[nH]c2=O)c(=O)[nH]c1=O
  GAA inhib = ·
  TRb-SRC2 inh = 2%
  GoLoco inh red = -6%[14.2 µM]
  GAA glycogen = 7%
  L3MBTL1 block = ·
  GAA spleen mod = -2%
  TR SRC2 fluor cs = 0%
  RECQ1 helicase = 5%
NC(=O)C1CCN(C(=O)/C=C/c2ccccc2[N+](=O)[O-])CC1
  GAA inhib = -4%
  TRb-SRC2 inh = 2%
  GoLoco inh red = 0%
  GAA glycogen = 6%
  L3MBTL1 block = 10%
  GAA spleen mod = 9%
  TR SRC2 fluor cs = -3%
  RECQ1 helicase = 10%
COc1ccccc1NC(=O)Nc1nc(C(C)(C)C)cs1
  GAA inhib = -2%
  TRb-SRC2 inh = 3%
  GoLoco inh red = 8%
  GAA glycogen = 5%
  L3MBTL1 block = 14%
  GAA spleen mod = ·
  TR SRC2 fluor cs = -1%
  RECQ1 helicase = -10%
CC[n+]1c(C=C2C=C(C)OC(C)=C2)sc2ccccc21
  GAA inhib = ?
  TRb-SRC2 inh = -7%
  GoLoco inh red = 64%[activator]
  GAA glycogen = -11%
  L3MBTL1 block = -1%
  GAA spleen mod = ·
  TR SRC2 fluor cs = -4%
  RECQ1 helicase = -2%

# New compounds follow
Compound	GAA inhib	TRb-SRC2 inh	GoLoco inh red	GAA glycogen	L3MBTL1 block	GAA spleen mod	TR SRC2 fluor cs	RECQ1 helicase
CCOc1ccccc1-n1nnnc1SCC(=O)NC(=O)NCc1ccco1	0%	0%	7%	-10%	25µM*	2%	-3%	-29%
CCN1CCN(c2nc3c(c(=O)n(C)c(=O)n3C)n2Cc2cccc3ccccc23)CC1	4%	-15%	8%	2%	-12%	-3%	-2%	-4%
CCN1C(=O)c2cccc3c(S(=O)(=O)NCCCN4CCOCC4)ccc1c23	5%	2%	5%	4%	2%	-16%	-1%	i
NCCc1nnc(SCc2ccccc2Cl)o1	·	3%	7%	2%	7%	-4%	-2%	?
O=C(CCS(=O)(=O)c1ccccc1Cl)Nc1ccc(S(=O)(=O)Nc2ncccn2)cc1	-1%[15.4 µM]	6%	-6%	0%	-1%	3%	0%	-7%
COc1ccc2[nH]c(=O)c(C(c3nnnn3CC3CCCO3)N3CCCCC3)cc2c1 (stereo not drawn)	15%	6%	-5%	19%	2%	-10%	0%	-3%
COc1cccc(C2N(c3cccc(Cl)c3)C(=O)C3CCCN32)c1OC (stereo not drawn)	?	-2%	-9%	-18%	·	-1%	-2%	-10%
CC1(C)CC(N2CCOCC2)=CC(=[N+]2CCOCC2)C1	3%	0%	-36%	1%	10%	3%	-3%	0%
N#Cc1c(-c2ccccc2)nc(-c2ccccc2)[nH]c1=O	-6%	-2%	0%	2%	2%	-1%	3%	-1%
CC(C)=CCN1CCN(Cc2cc(C(C)C)n[nH]2)CC1CCO (stereo not drawn)	8%	1%	2%	-6%	2%	5%	-5%	-9%
O=C1CC(N2CCN(c3ccc(C(=O)c4ccc(F)cc4)cc3)CC2)C(=O)N1 (stereo not drawn)	-6%	8%	1%	4%	·	-1%	1%	-1%
COCC1=C2c3ccccc3[C@H](C[N+](=O)[O-])C(C(=O)OC)(C(=O)OC)CC2C2C(=O)N(c3ccccc3)C(=O)C2C1 (stereo partly drawn)	·	-1%&8%	2%&-7%	·	·	0%&-5%	-2%&-2%	-2%&-6%
O=C(COC(=O)c1c2c(nc3ccccc13)/C(=C/c1ccco1)CC2)NC1CCCC1	?	17%	17%	-3%	4.5µM*	8%	?	?
COc1ccc(C2NC(=O)c3sc(=S)n(-c4ccccc4)c3N2)cc1 (stereo not drawn)	-2%	-12%	-7%	?	·	-7%	-3%	-10%
O=C(NNC(=O)C1CCN(Cc2ccc(Cl)c(Cl)c2)CC1)c1cccs1	?	-11%	22%	5%	?	8%	-3%	18%
COc1ccc2[nH]c(=O)c(CN(Cc3cccs3)Cc3nnnn3Cc3ccccc3)cc2c1	?	-5%	7%	-4%	·	1%	0%	i
CC(C)c1nnc(NC(=O)c2cccc(NC(=O)C(F)(F)F)c2)s1	6%	-1%	0%	-6%	2%	8%	-2%	-6%
COc1ccccc1/C=C/C(=O)Nc1ccc(N2CCOCC2)cc1	-1%	-11%	3%	6%	7%	0%	-3%	-6%
CCn1ncc([N+](=O)[O-])c1C(=O)n1nc(C)cc1C	-1%	-1%	-110%	3%	0%	-13%	-2%	-3%
CC(=O)N1CCN(Cc2ccc(Br)s2)CC1	-3%	-26%	-13%	10%	?	-4%	3%	-14%
O=C(Nc1ccc(-c2nc3cccnc3s2)cc1)c1ccc(Cl)nc1	·	-1%	1%	4%	·	5%	-1%	-3%
Cc1nn(C(=O)c2ccco2)c(C)c1Sc1ccc(Cl)cc1	-8%	-7%	3%	9%	-8%	-7%	-4%	0%
COc1ccc(C2C3=C(N=C4SCC(=O)N42)c2ccccc2CC3)cc1 (stereo not drawn)	0%	-10%	35%[activator]	-10%	17%	1%	9%	i
CCOC(=O)N1CCN(C(=S)NC)CC1	-3%	-5%	3%	-3%	·	6%	1%	i
Brc1ccc(-c2n(-c3ccccn3)c3ccccc3[n+]2-c2ccccn2)cc1	·	8%	-2%	-5%	·	3%	1%	-3%
COc1ccc(/C=C/c2nc(-c3ccccc3O)n[nH]2)cc1	4%	5%	55%[activator]	-2%	-15%	3%	-1%	-9%
O=C(CC(=O)NC1CCCCC1)N/N=C/c1ccccc1F	-2%	4%	3%	1%	6%	2%	-1%	-9%
O=C1NC(=O)C(Cc2ccc(OCCN3COc4ccccc4C3=O)cc2)S1 (stereo not drawn)	·	0%	·	·	·	-4%	-4%	20%
O=C(Nc1nncs1)c1ccccc1Br	5%	4%	2%	6%	·	1%	0%	2%
CC(Cl)C(=O)NC(=O)NC12CC3CC(CC(C3)C1)C2 (stereo not drawn)	-10%	9%	·	8%	13%	-7%	3%	-4%
CCOC(=O)c1c(C)nc2cc(C)ccn12	0%	1%	0%	-15%	5%	0%	-1%	-2%
Cc1ccc2nc3sc(C(=O)N4CCOCC4)c(N)c3cc2c1	1%	2%	-4%	-3%	2%	-2%	1%	0%
Cc1c(CCO)c(=O)n(-c2ccccc2)n1S(=O)(=O)c1ccc([N+](=O)[O-])cc1	-2%	12%	-2%	?	·	-2%	-2%	-4%
COC(=O)[C@@H]1[C@@H](C)N(CCc2cc(OC)c(OC)c(OC)c2)C(=O)N[C@H]1c1ccccc1	·	9%[11.2 µM]	-12%[14.2 µM]	·	·	-11%[17.4 µM]	-19%[11.2 µM]	i[11.5 µM]
CCc1nn(-c2cc(Oc3ccccc3)nc(-c3ccccc3)n2)c(N)c1C#N	1%	-11%	-9%	3%	·	6%	-3%	-5%
COc1ccccc1N1CCN(c2nc3ccccc3nc2C(C#N)C(=O)OC(C)C)CC1 (stereo not drawn)	-1%	-5%	9%	-9%	-14%	0%	1%	-5%
Cc1nn(Cc2ccccc2)c(C)c1NC(=O)CSc1nc(-c2ccccc2)nc2c1cnn2-c1ccccc1	2%	0%	5%	6%	-3%	1%	-1%	-4%
O=C(CN(Cc1ccccc1C(F)(F)F)C(=O)CNC(=O)c1ccco1)NC1CCCC1	-1%	4%	6%	3%	5%	1%	-4%	i

# Bioassay records from PubChem BioAssay.
